Screens (PubChem BioAssay)
KKLEB cytotox: CF airway cell cytotoxicity counter-screen | actives 0.36% (n = 360,000) | AID 602141 | activity change (cytotoxicity), % at 5 µM | KKLEB CF airway cells viability, ATPlite luminescence, overnight; hits give low values; cells stimulated with P. aeruginosa culture filtrate;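 active = corrected activity change at or below -50% at 5 µM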
COUP-TFII inh: blocks human COUP-TFII nuclear receptor | P24468 | HEK293T NGFI-A luciferase reporter, luminescence | inhibition, % at 8.6 µM | actives 0.7% (n = 370,000) | AID 686940;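 active = inhibition above a per-plate cutoff, mean inhibition of test wells between control levels plus 3 SD, cut at about 38% in these data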;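 note: cells cotransfected with COUP-TFII expression vector driving the NGFI-A reporter; 0% = median of COUP-TF2 test wells and 100% = reporter-only cells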
EBV LMP1 NFkB: inhibitors of Epstein-Barr LMP1-induced NF-kappaB reporter; LMP1-induced NF-kappaB luciferase reporter cells, luminescence; inhibition, % at 12.5 µM; actives 0.69% (n = 350,000); AID 504558; in the data active = inhibition above about 41%;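 note: 0% = neutral control wells and 100% = reference inhibitor control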
SRC1 inh: inhibitors of human steroid receptor coactivator 1 (SRC1); HEK293 GAL4-SRC1 luciferase reporter, luminescence; actives 0.12% (n = 360,000); inhibition, % at 3.6 µM;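 active = inhibition above the campaign mean plus 3 SD, with each screening campaign given its own cutoff, cut at about 60% in these data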;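 note: 0% = DMSO treated cells and 100% = gossypol at 36 µM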
C8 TRAIL sens: sensitizes caspase-8 expressing cells to TRAIL; NB7+C8 cells + TRAIL, ATPlite viability luminescence; inhibition (viability loss, TRAIL sensitization), % at 10 µM; actives 1% (n = 360,000);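 active = compounds causing at least 50% loss of cell viability in the single-dose screen, relative to plate controls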
SRC3 inh: human NCOA3 inhibition; Q9Y6Q9; HEK293 GAL4-SRC3 luciferase reporter, luminescence; inhibition, % at 3.6 µM; actives 0.17% (n = 360,000);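 active = inhibition above a per-campaign cutoff, the mean of all compounds plus 3 SD, cut at about 60% in these data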;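 note: 0% = DMSO-treated cells and 100% = gossypol-treated cells at 36 µM; higher means less SRC3-driven luciferase light from the GAL4 reporter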
Target sequence (Q9Y6Q9 whole entry, looked up, the tested form may be a part): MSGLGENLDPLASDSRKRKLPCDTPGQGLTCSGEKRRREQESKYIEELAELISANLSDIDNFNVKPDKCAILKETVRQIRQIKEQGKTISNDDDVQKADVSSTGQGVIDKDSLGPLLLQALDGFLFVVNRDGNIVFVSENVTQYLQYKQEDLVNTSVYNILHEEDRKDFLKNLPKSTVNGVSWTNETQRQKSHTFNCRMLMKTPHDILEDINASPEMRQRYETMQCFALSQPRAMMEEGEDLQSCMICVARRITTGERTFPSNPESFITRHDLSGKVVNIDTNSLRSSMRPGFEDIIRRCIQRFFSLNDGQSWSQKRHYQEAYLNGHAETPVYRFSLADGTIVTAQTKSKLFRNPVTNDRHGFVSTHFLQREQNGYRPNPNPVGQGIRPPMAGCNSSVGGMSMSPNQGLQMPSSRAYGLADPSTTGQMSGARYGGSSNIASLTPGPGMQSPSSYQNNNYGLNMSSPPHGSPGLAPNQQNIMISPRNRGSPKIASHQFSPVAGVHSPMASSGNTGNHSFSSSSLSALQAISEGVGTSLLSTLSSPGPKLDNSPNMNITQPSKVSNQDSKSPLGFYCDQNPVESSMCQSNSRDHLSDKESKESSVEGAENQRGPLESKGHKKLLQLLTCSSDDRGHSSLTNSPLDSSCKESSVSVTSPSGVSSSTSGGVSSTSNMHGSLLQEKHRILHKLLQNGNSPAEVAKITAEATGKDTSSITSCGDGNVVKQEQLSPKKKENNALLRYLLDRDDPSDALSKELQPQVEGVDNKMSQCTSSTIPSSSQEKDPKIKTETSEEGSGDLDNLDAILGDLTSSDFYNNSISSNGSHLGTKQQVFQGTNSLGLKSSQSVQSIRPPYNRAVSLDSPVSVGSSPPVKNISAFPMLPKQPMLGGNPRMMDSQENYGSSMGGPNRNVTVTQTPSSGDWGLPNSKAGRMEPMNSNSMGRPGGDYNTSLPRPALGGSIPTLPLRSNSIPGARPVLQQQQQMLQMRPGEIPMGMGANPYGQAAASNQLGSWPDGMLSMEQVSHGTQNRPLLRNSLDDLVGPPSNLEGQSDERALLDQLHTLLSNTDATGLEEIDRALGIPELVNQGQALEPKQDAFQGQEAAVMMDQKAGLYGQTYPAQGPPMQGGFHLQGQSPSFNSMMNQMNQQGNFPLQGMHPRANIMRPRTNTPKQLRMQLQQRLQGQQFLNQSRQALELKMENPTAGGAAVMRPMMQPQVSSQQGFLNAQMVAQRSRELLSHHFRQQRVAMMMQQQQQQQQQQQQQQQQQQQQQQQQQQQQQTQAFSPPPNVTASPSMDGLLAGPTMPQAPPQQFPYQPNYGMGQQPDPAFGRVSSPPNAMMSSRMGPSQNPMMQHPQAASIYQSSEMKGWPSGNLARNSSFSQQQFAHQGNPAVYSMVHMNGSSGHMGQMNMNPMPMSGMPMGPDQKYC
NCOA2 inhibitor: inhibits human steroid receptor coactivator 2 | actives 0.17% (n = 370,000) | HEK293 GAL4-SRC2 luciferase reporter, luminescence | Q15596 | inhibition, % at 9 µM;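 active = inhibition above the mean inhibition of all tested compounds plus 3 SD, set per campaign, cut at about 52% in these data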;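 note: 0% = DMSO treated cells and 100% = cells given Gossypol at 36 µM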
TROY NFkB inh: TROY signaling inhibition; Q293 LMP1-TROYcd NF-kB luciferase reporter, 4 h; inhibition, % at 10 µM; actives 0.98% (n = 360,000); AID 1347056;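 active = compounds whose plate-normalised and pattern-corrected inhibition of the luciferase reporter signal at the single screening dose is 50% or more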
CF NFkB inh: blocks PAF-induced NF-kB reporter in cystic fibrosis cells | actives 0.86% (n = 360,000) | inhibition, % at 5 µM | KKLEB NF-kB-GFP reporter, GFP fluorescence overnight | AID 588850;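 active = at least 50% inhibition at 5 µM, scaled per plate between neutral and stimulator controls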;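 note: PAF is a Pseudomonas aeruginosa culture filtrate used as stimulus; plate controls were PAF-stimulated DMSO wells for no effect and unstimulated DMSO wells for full effect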
TWEAK-Fn14 inh: blocks TWEAK-Fn14 interaction in a reporter cell assay; TWEAK-stimulated Fn14 reporter cells, luciferase luminescence, 8 h; inhibition, % at 10 µM; actives 2% (n = 360,000); in the data active = inhibition above about 50%
LRH-1 inv ag: NR5A2 inverse agonism in reporter assay | O00482 | HEK293T StAR-luciferase reporter, LRH-1 transfected, 24 h | inhibition, % at 3.6 µM | actives 0.13% (n = 360,000);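 active = inhibition above the mean inhibition of all tested compounds plus 3 SD, cut at about 73% in these data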;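 note: 0% = DMSO wells and 100% = reporter-only cells lacking LRH-1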
* hit, by the source's call; . = no result given. Not a hit list; about 4.2% have a hit in one of these screens.

SMILES	KKLEB cytotox	COUP-TFII inh	EBV LMP1 NFkB	SRC1 inh	C8 TRAIL sens	SRC3 inh	NCOA2 inhibitor	TROY NFkB inh	CF NFkB inh	TWEAK-Fn14 inh	LRH-1 inv ag
CCC(C)[C@H](NC(=O)NCc1ccccc1Cl)C(=O)OC (stereo partly specified)	-1	0	-5	-4	6	4	-29	-23	-2	13	-3
Cc1cc(N=CC2=C(O)CC(C)(C)CC2=O)no1	4	0	-2	-16	-7	13	5	11	3	-2	-2
C=CCn1c(COc2cccc3ccc(C)nc23)nnc1SCC(N)=O	0	7	-7	-4	-9	7	-10	-11	1	-17	10
COC(=O)c1[nH]c2ccccc2c1NC(=O)C(C)N1CCN(C(=O)c2ccco2)CC1 (stereo unspecified)	0	-9	0	-3	5	5	-18	5	-4	-3	-9
CC(=O)Oc1ccc(/C=N/NC(=S)Nc2ccccc2)cc1	-14	-71	-14	-120	41	-70	-70	-12	23	27	-165
Cc1cccc(C(=O)OCc2cnc(Cl)s2)c1	-6	7	-4	-5	-1	3	14	-15	4	-8	-14
CCN(CCCNC(=O)Cn1ncc2c([nH]c3ccc(C)cc32)c1=O)c1ccccc1	-8	-8	4	6	10	0	7	22	14	-27	-8
Cc1cc(Br)ccc1NC(=O)C1CCN(C(=O)c2ccco2)CC1	1	-6	-11	-17	5	-35	1	1	2	2	-21
COc1cccc(C(=O)OCC(=O)c2ccc(Br)s2)c1	3	-7	-13	11	-8	-5	-18	-7	-6	-13	-14
Cc1nn(-c2ccccc2)c2c1CC(=O)Nc1ccccc1-2	-14	-70	1	-19	9	1	-1	14	3	16	32
COc1cc(C2NC(=S)NC3=C2C(=O)CCC3)ccc1O (stereo unspecified)	-6	-2	-4	2	-15	11	9	15	-2	11	9
CCOC(=O)C1(C)CCCN1C(=O)c1ccccc1F (stereo unspecified)	8	14	.	-4	-1	-4	-2	7	-12	-24	-2
NC(=O)C1CC(=O)N(c2ccc(OCc3ccc(Cl)c(Cl)c3)cc2)C1 (stereo unspecified)	-1	-58	-33	-86	-3	-98	-61	5	6	11	-150
O=C(Oc1ccc(-n2cnnn2)cc1)c1ccco1	10	-13	-7	-2	-1	6	-11	-3	0	-6	24
CCOc1ccc(CNC(=O)CCc2cn(Cc3ccccc3)c3ccccc23)cc1	-2	4	-5	-8	17	2	-44	-14	-6	-18	10
CC(C)C[C@H]1CN([C@@H](CC(C)C)CN2CCC[C@H]2CN2C(=O)C(=O)NC[C@@H]2Cc2ccc(O)cc2)C(=O)C(=O)N1CCc1ccccc1	.	9	.	.	-3	.	-23	-5	.	3	5
Cn1cc(CN2CCC(N3CCNC(=O)CC3)CC2)c(-c2ccccc2F)n1	3	-3	-3	2	-9	-1	-53	9	8	0	-5
O=C(COC(=O)c1ccccn1)Nc1cccc2ccccc12	9	-6	-2	1	-13	7	7	11	13	42	1
Cn1c(=O)c2cc(S(=O)(=O)Nc3cc(C(=O)O)cc(C(=O)O)c3)ccc2n(C)c1=O	4	15	7	3	-6	-5	6	2	3	-5	9
O=C(CNC(=O)c1ccccc1)NCC(=O)OCC(=O)c1ccccc1	-2	-18	-4	4	3	-4	-17	4	11	4	3

Sorted by count of non-hydrogen atoms (rising): some entries from above.
SMILES	KKLEB cytotox	COUP-TFII inh	EBV LMP1 NFkB	SRC1 inh	C8 TRAIL sens	SRC3 inh	NCOA2 inhibitor	TROY NFkB inh	CF NFkB inh	TWEAK-Fn14 inh	LRH-1 inv ag
O=C(Oc1ccc(-n2cnnn2)cc1)c1ccco1	10	-13	-7	-2	-1	6	-11	-3	0	-6	24
NC(=O)C1CC(=O)N(c2ccc(OCc3ccc(Cl)c(Cl)c3)cc2)C1 (stereo unspecified)	-1	-58	-33	-86	-3	-98	-61	5	6	11	-150
CCN(CCCNC(=O)Cn1ncc2c([nH]c3ccc(C)cc32)c1=O)c1ccccc1	-8	-8	4	6	10	0	7	22	14	-27	-8

(continued)
SMILES	KKLEB cytotox	COUP-TFII inh	EBV LMP1 NFkB	SRC1 inh	C8 TRAIL sens	SRC3 inh	NCOA2 inhibitor	TROY NFkB inh	CF NFkB inh	TWEAK-Fn14 inh	LRH-1 inv ag
CCCCOP(=O)(c1ccc(N(C)C)cc1)C(O)c1ccc(OC)c(OC)c1 (stereo unspecified)	2	8	2	1	-18	3	-32	-28	-24	2	9
COc1ccccc1N1CCN(C(=O)C2CC(=O)N(c3ccccc3)C2)CC1 (stereo unspecified)	-11	-2	-1	-24	-2	11	-14	6	15	17	-16
O=C(Cn1c(=O)oc2ccccc21)N1CCOCC1	1	-8	4	-16	-2	4	-11	4	4	0	-10
CCCCN(C(=O)c1c(C)[nH]c(C(=O)OCC)c1C)c1ccccc1	-2	6	9	4	2	9	12	10	1	18	6
COCCNC(=O)Cn1nc(-c2ccc(C)cc2)ccc1=O	7	.	13	-47	0	-14	.	4	-18	7	-3
COc1ccc(C(CC(=O)NC(C)(C)C)n2cccc2)cc1 (stereo unspecified)	8	-5	-2	8	8	-21	-10	-14	-2	-5	-14
O=C(CNC(=O)c1ccco1)N/N=C/c1ccc(O)cc1O	-7	-22	6	-9	1	-1	-31	3	-2	16	-4
O=C(CN1C(=O)COc2ccc(S(=O)(=O)N3CCOCC3)cc21)NCc1ccco1	12	-9	1	-11	22	13	-17	2	-10	-4	-4
Cc1cccc(-n2c(SCC(=O)NCc3ccco3)nc3ccccc3c2=O)c1	-4	-4	-5	11	-10	17	5	-14	-6	17	2
O=C(NC(C(=O)c1ccccc1)N1CCCCCC1)c1ccco1 (stereo unspecified)	4	1	8	-29	-6	-2	-10	10	4	-1	-20
COC(=O)[C@@H]1Cc2c([nH]c3ccccc23)C(C)N1C(=O)c1ccccc1 (stereo partly specified)	-3	8	2	5	20	7	-7	18	2	19	-9
Cn1c(CC(=O)Nc2ccccc2)nnc1SCC(=O)NC1CCCC1	-2	-10	-15	14	-5	-8	1	-2	-4	-1	6
NC(=O)c1nccc2ccccc12	13	9	0	-11	-8	-14	12	-1	-2	-3	3
Cc1ccc(-c2nnc(SCC(=O)N/N=C/c3ccccc3C(=O)O)n2-c2ccc(Cl)cc2)cc1	-4	-22	2	5	-5	3	-26	19	-3	-22	-14
CC(C)(C)NC(=O)CN1CCC(NC(=O)C23CC4CC(CC(C4)C2)C3)CC1	-12	-13	-8	-2	3	25	3	0	0	-8	-11
CSCCC(NC(=O)COc1ccccc1)C(=O)N(C)CC(=O)Nc1ccc(Cl)cc1 (stereo unspecified)	11	-4	-8	-3	14	7	9	7	-16	6	3
CCCC(=O)c1cc2c(cc1NC(=O)c1ccccc1F)OCCO2	-5	5	-2	9	-23	-1	-20	-13	-3	25	6
Cc1cc(-c2ccccc2)nc(N(C)C)c1S(C)(=O)=O	-29	18	-8	10	3	0	4	3	12	1	6
Cc1nnc(C)n1/N=C/c1ccc(O)cc1	10	-6	-24	3	1	-6	-15	.	7	-9	1
Cc1ccc(Cc2c(-c3ccc(Br)cc3)nc3ccc(Br)cn23)cc1	-36	-2	-8	-36	19	-35	-30	-13	40	7	-38
COc1ccc(Cl)cc1S(=O)(=O)NCc1ccncc1	5	2	2	11	21	15	13	19	4	13	5
CS(=O)(=O)c1ccc2nc(NC(=O)Nc3ccc(Cl)c(Cl)c3)sc2c1	-7	-11	-29	-24	26	13	-7	12	25	-20	12
CCOc1cc(S(=O)(=O)NCCc2ccccc2C)c(OCC)cc1-n1cnnn1	-2	-9	0	5	-19	10	-4	1	17	-37	13
C=CCNC(=O)/C(C#N)=C/c1ccc(SC)cc1	-10	-15	1	-13	-6	-10	-8	-54	11	1	8
COc1ccc(C)cc1NC(=O)CSc1nnnn1C1CCCC1	-4	-1	-2	-5	5	-20	12	-9	16	6	-8
COC(=O)/C=C/CC(C)OS(N)(=O)=O (stereo unspecified)	7	-3	-7	-19	5	2	-23	-1	-16	15	1
O=C1Nc2ccc(Cl)cc2/C1=C/C1CC=CCC1 (stereo unspecified)	-9	11	-17	-10	6	18	14	-13	5	30	2
COc1ccc(C(=O)NCCCOc2cccc(NC(C)=O)c2)cc1	2	-25	-1	-12	-2	-24	-30	-2	1	-18	7
Cc1ccc(NC(=O)CN(C)C(=O)c2cccc(-n3cccc3)c2)cc1	-6	0	4	-10	-1	5	1	0	0	16	-3
Cc1onc(-c2ccccc2Cl)c1C(=O)OCC(=O)N1CCCc2ccccc21	11	23	1	-2	-19	-2	-8	16	7	-3	8
COc1ccc(CCn2c(SCC(=O)Nc3cc(C)on3)nc3ccsc3c2=O)cc1OC	6	-8	1	-8	9	-6	-5	-9	3	-7	25
COc1ccc(CNC(=O)COC(=O)CCOc2ccccc2)cc1	14	-4	3	10	-2	10	-10	-9	-24	14	-4
CCOC(=O)C1CCN(C2=NC(=O)/C(=C/c3ccc(Cl)cc3)S2)CC1	-2	11	-2	-3	6	-12	4	5	-1	-30	2
O=C(Nc1nnc([C@@H]2C[C@H](O)[C@@H](CO)O2)s1)c1cccc(C(F)(F)F)c1	2	-13	.	3	-16	-42	26	-16	7	-1	0
COc1ccccc1-c1cc(C(=O)N2CCCc3ccccc32)no1	1	-3	0	-1	-4	15	-7	23	-10	28	-6
CCC1(CC)Cc2ccccc2C(C2=C(O)CC(C)(C)CC2=O)=N1	-7	11	-1	-38	-9	9	9	0	-24	-3	-19
CCc1ccc(C(c2c(C)nn(-c3ccccc3)c2N)c2c(C)nn(-c3ccccc3)c2N)cc1	-5	-12	0	-31	9	10	-15	1	24	-23	-25
Cc1cccc(-n2nnnc2SCC(=O)Nc2ccc(N3CCN(C)CC3)cc2)c1	-2	-7	-2	2	-2	11	-13	12	5	-4	18
Cc1nc2c(-c3ccc(F)cc3)cnn2c(N)c1-c1ccccc1	-54*	82*	15	70*	83*	71*	70*	94*	-1	104*	63
O=C(CCC(=O)c1cccs1)NCC(=O)Nc1ccc(F)c(F)c1F	2	14	-5	9	-16	-7	17	4	-12	7	6
CC(=O)c1nnn(-c2nc(N3CCCC3)nc(N(c3ccccc3)c3ccccc3)n2)c1C	-6	-8	5	8	-4	10	-6	1	-6	9	0
O=C1NN(c2ccccc2)C(=O)/C1=C/c1ccc(Sc2cccc3ccccc23)o1	3	14	-2	-6	-22	3	20	-9	-14	31	-6
Cc1cccc(C)c1-n1nnnc1C1(C)CCC(=O)N1CCc1ccccc1F (stereo unspecified)	.	3	.	.	-6	.	4	-3	.	2	-9
N#Cc1ccc(S(=O)(=O)N2CCCCC2c2cc(C(=O)NCc3cccnc3)no2)cc1 (stereo unspecified)	-17	8	.	-5	-13	-1	13	-6	17	5	-11
CCOC(=O)C1CCCN(C2CC(=O)N(c3cccc(C)c3)C2=O)C1 (stereo unspecified)	6	3	-17	-18	4	-7	-13	2	-8	-5	-11
O=c1cc(Cl)[nH]n(-c2ccccc2)c1=O	-2	-25	-1	7	-5	-5	19	-4	3	12	1
COc1cc(/C=N/N=C(\N)c2nonc2N)cc(OC)c1O	2	-51	-5	-80	-2	-45	-69	-48	-12	-60	-111
COc1ccccc1NC(=S)NC1CCCCC1	-4	-6	2	-2	4	24	-4	-2	8	-4	-12
COc1ccccc1/C=C/C(=O)NC(=S)NCC1CCCO1 (stereo unspecified)	6	-14	-12	0	0	-9	-6	1	-10	-11	-2
